High-throughput results (PubChem BioAssay)
Cardiac RTF inh = cardiac RTF calcium desensitization; IANBD-labeled cardiac RTF, Ca2+ fluorescence; inhibition, % at 7.15 µM; P19429+P45379; AID 493244; 340,000 tested, 0.12% active;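 active = inhibition above the mean inhibition of all tested compounds plus 3 SD, cut at about 17% in these data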;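 note: assay run at fixed EC70 calcium of 1.6 mM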
RTF Ca sens act = increases calcium sensitivity of human cardiac regulated thin filaments | P19429+P45379 | IANBD-labeled TnC RTF fluorescence at EC20 calcium; 0% EC20 calcium, 100% full calcium | activation, % at 7.2 µM | 340,000 tested, 0.24% active;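 active = activation above the mean over all tested compounds plus 3 SD, cut at about 30% in these data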;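 note: rise in fluorescence read as greater calcium sensitivity of cardiac thin filaments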
PfHsp90 yeast 2 = inhibits growth of yeast expressing Plasmodium falciparum Hsp90; inhibition, % at 9.4 µM; S. cerevisiae expressing PfHsp90, BacTiter-Glo ATP, 48 h; yeast lacking PDR1 and PDR3 efflux regulators; AID 504621; 310,000 tested, 0.32% active;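 active = every replicate shows inhibition above about 80%, whatever the replicate mean, limit read from the data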;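 note: 0% = DMSO neutral controls and 100% = 20 µM radicicol positive controls; yeast relying on Plasmodium falciparum Hsp90 in place of its own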
Keap1-Nrf2 PPI = disrupts human Keap1 binding to Nrf2 peptide | Q14145 | Keap1 Kelch-Nrf2 peptide fluorescence polarization, 1536-well | inhibition, % at 9.4 µM | 340,000 tested, 0.15% active | AID 504523; in the data active = inhibition above about 12%;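 note: human Keap1 Kelch domain with fluorescein labeled Nrf2 9mer peptide probe; 0% = neutral control wells and 100% = peptide positive control; higher means more block of Keap1 binding to Nrf2 peptide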
CDK5 inh = CDK5/p35 (human) kinase inhibition | Q00535+Q15078 | 330,000 tested, 0.01% active | inhibition, % at 10 µM | Recombinant CDK5/p35, ADP-Glo luminescence, 60 min | AID 488839;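 active = highest replicate inhibition of at least 50% and at least 75% of replicates reaching 50%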;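 note: plate controls were DMSO neutral control for no effect and GW8510 at 10 µM for full effect; many of its hits are not listed in these tables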
PvdQ inh = blocks Pseudomonas aeruginosa PvdQ acylase activity; purified PvdQ acylase, fluorescence plate reader; inhibition, % at 10 µM; 340,000 tested, 0.063% active; AID 488965; in the data active = inhibition above about 30%, passing the limit was not always enough;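 note: 0% = vehicle neutral wells and 100% = reference inhibitor wells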
Rtt109 Vps75 = C. albicans Rtt109 histone acetyltransferase inhibition; inhibition, % at 34.9 µM; Q5AAJ8; AID 540336; 330,000 tested, 0.16% active; purified Rtt109/Vps75, ThioGlo CoA-SH fluorescence, 4 h;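 active = inhibition of at least 50% in every replicate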
SUMO Mot1 rescue = inhibitors of SUMOylation pathway: yeast Mot1-301 growth rescue | 320,000 tested, 1% active | S. cerevisiae Mot1-301 growth rescue, ATP luminescence, 38.5C; percent above DMSO median, 100 means doubled | growth rescue, % at 18.8 µM;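 active = every valid replicate shows activation above 250% relative to neutral control wells; inactive = the rest, any valid replicate at or below 250%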;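 note: OY570 slx delta 5 strain wells were the positive control but not used for scaling; some compounds called inactive have numbers as strong as hits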
C-LANA FP = KSHV C-LANA DNA binding inhibition | MBP-C-LANA/FAM-LBS DNA binding, fluorescence polarization | inhibition, % at 9 µM | 340,000 tested, 0.078% active | AID 504423;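 active = highest replicate inhibition at or above 60% at 9 µM, even if other replicates fall short; inactive = all replicates below 60% inhibition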;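 note: 0% = neutral control wells and 100% = 4 µM acridine orange control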
NSD2 inh = inhibitors of human histone methyltransferase NSD2. O96028. AID 743445. inhibition, % at 12.5 µM. 310,000 tested, 0.54% active. NSD2 peptide methylation, AlphaScreen, 120 min; in the data active = inhibition above about 50%
Target sequence (O96028 whole entry, looked up): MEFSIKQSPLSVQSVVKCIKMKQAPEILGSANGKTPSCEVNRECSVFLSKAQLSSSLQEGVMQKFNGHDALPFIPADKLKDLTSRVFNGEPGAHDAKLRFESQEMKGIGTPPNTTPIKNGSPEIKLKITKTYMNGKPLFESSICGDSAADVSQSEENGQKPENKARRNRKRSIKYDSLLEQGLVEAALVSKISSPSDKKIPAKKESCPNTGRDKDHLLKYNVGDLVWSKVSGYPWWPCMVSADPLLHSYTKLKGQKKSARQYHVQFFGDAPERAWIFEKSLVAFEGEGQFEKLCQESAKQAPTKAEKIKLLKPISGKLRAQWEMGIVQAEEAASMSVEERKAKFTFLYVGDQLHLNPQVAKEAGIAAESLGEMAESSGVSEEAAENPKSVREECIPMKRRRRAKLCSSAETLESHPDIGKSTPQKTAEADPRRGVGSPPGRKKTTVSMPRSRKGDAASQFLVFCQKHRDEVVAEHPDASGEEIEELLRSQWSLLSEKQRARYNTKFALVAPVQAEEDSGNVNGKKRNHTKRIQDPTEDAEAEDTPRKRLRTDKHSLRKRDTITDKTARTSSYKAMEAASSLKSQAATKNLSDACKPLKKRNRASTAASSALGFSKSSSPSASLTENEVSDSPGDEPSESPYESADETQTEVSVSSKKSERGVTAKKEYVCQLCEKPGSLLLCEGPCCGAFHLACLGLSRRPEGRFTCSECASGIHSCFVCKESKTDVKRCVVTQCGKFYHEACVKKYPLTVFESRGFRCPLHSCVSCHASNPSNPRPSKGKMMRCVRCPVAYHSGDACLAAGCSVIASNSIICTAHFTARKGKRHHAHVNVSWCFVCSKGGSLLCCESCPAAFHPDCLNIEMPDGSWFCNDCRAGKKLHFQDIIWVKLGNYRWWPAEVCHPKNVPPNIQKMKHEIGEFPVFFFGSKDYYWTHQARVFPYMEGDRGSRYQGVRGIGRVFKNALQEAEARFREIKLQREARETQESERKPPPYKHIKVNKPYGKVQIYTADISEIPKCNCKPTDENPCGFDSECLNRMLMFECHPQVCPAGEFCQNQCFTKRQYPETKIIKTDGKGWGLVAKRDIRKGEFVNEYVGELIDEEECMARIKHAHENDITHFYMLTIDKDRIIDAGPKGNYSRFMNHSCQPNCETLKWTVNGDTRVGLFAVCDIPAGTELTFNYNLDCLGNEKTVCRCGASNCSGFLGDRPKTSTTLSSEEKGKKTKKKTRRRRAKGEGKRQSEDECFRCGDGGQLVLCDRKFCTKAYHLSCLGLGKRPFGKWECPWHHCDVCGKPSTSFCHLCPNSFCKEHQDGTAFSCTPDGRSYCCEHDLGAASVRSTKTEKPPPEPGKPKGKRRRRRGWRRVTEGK
dFosB activator = enhances mouse delta FosB homodimer DNA binding | P13346 | AID 493131 | 340,000 tested, 0.99% active | purified delta FosB, TAMRA-CDK5 oligo fluorescence polarization; percent of positive-control signal above neutral wells | activation, % at 25 µM;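 active = mean activation above about 17%, with every replicate also reaching it, limit read from the data, passing the limit was not always enough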;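 note: fluorescence polarization rise as delta FosB binds a TAMRA Cdk5 AP-1 oligo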
Starred values were filed as active, the others as inactive; · = not tested or not shown.

nr	SMILES	Cardiac RTF inh	RTF Ca sens act	PvdQ inh	Rtt109 Vps75	C-LANA FP	Keap1-Nrf2 PPI	CDK5 inh	PfHsp90 yeast 2	SUMO Mot1 rescue	NSD2 inh	dFosB activator
1	Cc1ccccc1OCC(=O)Nc1cccc(NC(=O)c2ccco2)c1	-16	5	-5	6	0.1	1	-0.5	28	8	0	-16
2	COC(=O)CCCC1=CC2=CC(=O)C(C)(OC(=O)c3cccs3)C(=O)C2=CN1CCCOC(C)C (configuration not stated)	0	-3	-8	-5	2.9	0	0.8	6	-4	·	2
3	COc1ccc2cc(C(=O)NC3CCCCC3)c(=O)oc2c1	-9	-1	-7	4	-0.3	-4	-0.5	·	·	15	6
4	CCCc1[nH]n(-c2nc3ccccc3s2)c(=O)c1C=NCCN1CCOCC1	-6	1	9	-5	-0.6	-1	-0.7	-22	-7	0	-9
5	Cc1nn(-c2ccccc2)c2[nH]c(=O)c(CNCc3ccc4c(c3)OCO4)cc12	-5	5	-10	2	1.9	-5	0.1	-23	-6	10	-15
6	NNC(=O)c1nnn(-c2nonc2N)c1-c1cccs1	0	1	7	8	-6.9	-4	0.9	-3	14	-4	-9
7	CN(C)c1ccc(/C=N/c2cc(-c3ccccc3)nn2-c2ccccc2)cc1	-1	-2	-14	6	-2.0	0	1.1	·	-26	-6	1
8	COc1ccccc1C1C(C(=O)c2cc3ccccc3o2)=C(O)C(=O)N1c1cc(C)on1 (configuration not stated)	-5	-5	-5	2	1.0	-7	0.7	12	-2	7	4
9	CC1CCCN(S(=O)(=O)c2cc(C(=O)NCc3ccco3)ccc2Cl)C1 (configuration not stated)	-10	-3	-11	-2	0.2	-5	-0.9	8	-6	0	-9
10	COc1cccc(CNc2nc3nc(C)cc(C)n3n2)c1	-5	-2	-6	-1	-1.5	-9	2.0	0	5	2	-5
11	C/C(=N\NC(=O)c1cc(C)nc2ccccc12)c1ccco1	-7	-4	-7	6	0.2	-4	-0.1	1	-6	-1	3
12	O=C(CCC1CC(=O)Nc2ccccc21)NCc1ccccc1 (configuration not stated)	0	-2	-11	5	0.1	0	0.9	·	11	-2	-6
13	O=C(c1cc(COc2cccc(C(F)(F)F)c2)on1)N1CCSCC1	-2	-6	18	8	0.4	3	-1.2	26	-1	-7	-4
14	COC(=O)[C@H](CC(C)C)NC(=O)Cn1cnc(C(=O)Nc2ccc(C)c(C)c2)n1	-7	-5	-10	1	0.6	2	-0.5	-20	·	·	-3
15	Cc1ccc(NCc2nnc(SCC(=O)N3CCCCC3)n2CC2CCCO2)c(C)c1 (configuration not stated)	-34	-5	-12	-4	1.3	1	1.0	-18	-2	12	6
16	Cc1ccc(Cl)c(OC(=O)c2ccc(N3CCOCC3)c([N+](=O)[O-])c2)c1	0	-2	-12	0	1.9	-1	0.9	-24	-14	1	2
17	COCCN(C(=O)COC(=O)Cc1coc2cc3c(cc12)CCC3)c1c(N)n(Cc2ccccc2)c(=O)[nH]c1=O	2	-10	3	2	0.1	-3	-0.7	·	92	2	-7
18	CC1CCCCN1C(=O)CSc1nc(C2CC2)nc2ccccc12 (configuration not stated)	-8	-4	-3	-9	-0.3	0	-1.2	-19	93	5	-15
19	CC(C)(C)C(=O)Nc1cccc(OC(F)(F)C(F)Cl)c1 (configuration not stated)	-4	2	-12	13	-0.3	4	1.0	·	121	-5	-12
20	CCCCC(CC)CNC(=O)c1ncn[nH]1 (configuration not stated)	-5	-2	-5	-7	-2.4	0	1.6	29	-20	-2	-7
21	CCCCn1c(N)c(N(CC(C)C)C(=O)CN(C)S(=O)(=O)c2ccc(F)cc2)c(=O)[nH]c1=O	1	-3	-15	1	1.2	-2	0.4	-38	-11	-1	-2
22	Cc1nc2c(C(=O)NCc3ccc4c(c3)OCO4)c[nH]n2c(=O)c1Cl	-14	-6	-1	-13	0.3	1	-0.5	11	-27	·	0
23	CC1CCN(C(=O)CCCNC(=O)Cn2cnc3sc4c(c3c2=O)CCCC4)CC1	-2	3	-12	·	-0.5	2	-1.2	-6	-8	2	-2
24	O=C(COc1ccccc1)NCC(=O)Nc1ccc(S(=O)(=O)NCc2ccco2)cc1	3	-4	-14	-13	0.8	-8	0.7	4	4	0	-6
25	CC(C)CSc1nnc2c3ccccc3n(C)c2n1	-11	5	-11	0	1.0	-4	-2.8	-51	-12	-7	-28
26	Nc1nc(Cl)nc2c1ncn2C1CC(O)C(CO)O1 (configuration not stated)	11	-1	5	18	0.2	1	-0.4	4	0	·	-4
27	COc1ccc(C2CC(O)(c3ccccc3)Oc3cc(OC)cc(OC)c32)cc1 (configuration not stated)	-7	-6	-14	2	-0.4	-6	0.1	-18	·	·	-5
28	CCN(CC)c1ccc(NC(=O)CSC(=O)c2ccccc2)cc1	-2	0	9	0	1.3	-11	-1.3	3	25	1	0
29	O=C(COc1ccccc1Cl)N1CCN(C(=O)c2ccco2)CC1	-2	-7	-6	-6	0.2	2	0.2	-7	-15	-2	1
30	COc1ccc(OC)c(NC(=O)N2CCCC(CNS(=O)(=O)c3cccs3)C2)c1 (configuration not stated)	-4	10	10	3	-2.1	0	0.7	-11	-25	0	-12

Pulled by structure from the list above, 2 records:
nr	SMILES	Cardiac RTF inh	RTF Ca sens act	PvdQ inh	Rtt109 Vps75	C-LANA FP	Keap1-Nrf2 PPI	CDK5 inh	PfHsp90 yeast 2	SUMO Mot1 rescue	NSD2 inh	dFosB activator
24	O=C(COc1ccccc1)NCC(=O)Nc1ccc(S(=O)(=O)NCc2ccco2)cc1	3	-4	-14	-13	0.8	-8	0.7	4	4	0	-6
6	NNC(=O)c1nnn(-c2nonc2N)c1-c1cccs1	0	1	7	8	-6.9	-4	0.9	-3	14	-4	-9

More entries
nr	SMILES	Cardiac RTF inh	RTF Ca sens act	PvdQ inh	Rtt109 Vps75	C-LANA FP	Keap1-Nrf2 PPI	CDK5 inh	PfHsp90 yeast 2	SUMO Mot1 rescue	NSD2 inh	dFosB activator
31	COCC(=O)N1CCN(c2ccc([N+](=O)[O-])cc2)CC1	4	-7	13	9	-1.6	-10	0.5	8	6	3	2
32	O=C(NC1CCCC1)C1CCN(S(=O)(=O)c2ccccc2)CC1	-1	-4	-9	-7	-1.4	-3	-0.5	10	-8	-1	4
33	CCSc1nc(N2CCOCC2)c2c(c1C#N)CC(C)(C)N(C)C2	2	-7	0	-6	-2.1	2	-0.3	-16	-9	5	-4
34	CCCC(=O)NCCc1cc2cc(C)c(C)cc2[nH]c1=O	0	0	4	3	-0.8	0	2.1	2	·	-2	-5
35	Cc1[nH]c2ccccc2c1C(=O)C(=O)N(C)C1CCCCC1	-2	-2	-1	5	1.1	-1	-0.6	-3	-11	-2	-2
36	O=C(N/N=C/c1ccccn1)c1c[nH]c2ccccc12	-4	-3	-11	3	1.1	0	-0.5	-3	18	-27	-14
37	CC(C)(C)c1ccc(C(=O)OCC(=O)NC2CC2)cc1	8	4	6	-13	-1.2	1	1.2	-35	·	2	-12
38	CC1CN(C(=O)COC(=O)c2ccc(C#N)cc2)CC(C)O1 (configuration not stated)	3	10	-10	-5	0.8	-1	1.1	15	-3	3	-5
39	CCN(C(=O)COC(=O)CNS(=O)(=O)c1ccccc1)c1ccccc1	-9	-4	-7	-2	-0.1	2	-2.4	2	-20	2	-1
40	COc1ccccc1N1CCN(C(=O)c2c(-c3c(F)cccc3Cl)noc2C)CC1	-1	-1	-14	6	-0.9	-7	-0.1	23	·	1	4
41	COc1ccc(C)cc1NC(=O)CN1C(=O)COc2ccc(S(=O)(=O)N3CCOCC3)cc21	-4	1	5	38	-1.1	-2	-4.3	13	2	-4	-4
42	CCc1nc(N)c(C#N)c(-c2ccncc2)c1C	-10	-10	-2	9	-0.1	0	0.7	·	60	-1	-3
43	Cc1cccc(NC(=O)CSc2nnc(C)c(=O)n2N)c1C	-13	1	6	-8	1.0	2	2.2	-30	9	-2	-4
44	CCC(=O)N1CCc2cc(S(=O)(=O)CCC(=O)NCc3ccc(C)cc3)ccc21	4	-3	7	-20	0.9	-3	-1.1	6	-20	5	-1
45	Cc1ccc(OCC(=O)N/N=C2\CCOc3c(C)cccc32)cc1	0	4	-4	5	1.5	-2	-0.8	-9	10	4	-2
46	Cn1c(=O)c2[nH]c(-c3cccnc3)nc2n(C)c1=O	-13	5	-10	0	-0.3	2	-7.3	·	55	1	-5
47	Cc1cc(C)c(C#N)c(N2CCN(Cc3ccc4c(c3)OCO4)CC2)n1	-4	-2	-2	-8	0.7	-4	-1.0	29	6	1	-2
48	COc1ccc(C)cc1N(C)C(=O)Cc1c(C(=O)O)n(C)c2ccccc12	-12	-5	-2	0	-0.2	2	-1.1	-18	292	-1	8
49	CCOc1ccc(OCCCC(=O)N(CC)CC(=O)Nc2c(F)cccc2F)cc1	-12	1	-14	3	23	36*	-0.3	0	5	0	-4
50	Cc1ccc(NC(=O)Nc2nc3ccccc3s2)cc1NC(=O)Nc1nc2ccccc2s1	4	-3	3	-3	-0.7	-5	0.9	8	-9	-3	32*
51	CC(=O)Nc1ccc(C(=O)Nc2ccc(S(=O)(=O)N3CCCC3)cc2)cc1	1	-7	4	-1	2.0	-3	-2.4	-2	-2	0	0
52	Cc1ccc([N+](=O)[O-])cc1N(CC(=O)N1CCCCC1)S(C)(=O)=O	-3	-3	1	2	1.0	-1	0.2	-7	-7	4	1
53	COc1ccc(CC(NC(=O)c2ccccc2)C(=O)NCC(=O)O)cc1 (configuration not stated)	-3	-2	1	0	1.0	2	-1.5	1	10	·	-9

Results in Keap1-Nrf2 PPI, for some of the entries so far:
#	smiles	Keap1-Nrf2 PPI
49	CCOc1ccc(OCCCC(=O)N(CC)CC(=O)Nc2c(F)cccc2F)cc1	36*
53	COc1ccc(CC(NC(=O)c2ccccc2)C(=O)NCC(=O)O)cc1 (configuration not stated)	2
46	Cn1c(=O)c2[nH]c(-c3cccnc3)nc2n(C)c1=O	2
50	Cc1ccc(NC(=O)Nc2nc3ccccc3s2)cc1NC(=O)Nc1nc2ccccc2s1	-5
47	Cc1cc(C)c(C#N)c(N2CCN(Cc3ccc4c(c3)OCO4)CC2)n1	-4
51	CC(=O)Nc1ccc(C(=O)Nc2ccc(S(=O)(=O)N3CCCC3)cc2)cc1	-3
